Bioassay records (PubChem)
hIAP activ = human IAP activators, primary screen, biochemical, luminescence, uHTS | Intestinal-type alkaline phosphatase (Homo sapiens), P09923 | activation factor at 10 µM | purified human IAP, CDP-Star luminescence, 30 min; hits give high values; 1 = vehicle-only enzyme, 0 = enzyme-free background | actives 0.16% (n = 330,000) | AID 2524, 2010;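 active means activation factor of the enzyme at least 2-fold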; further: the source names both 10 and 20 µM as test concentration; values of inactives mirror those of a sister screen read the other way
Target sequence (P09923 whole entry, looked up): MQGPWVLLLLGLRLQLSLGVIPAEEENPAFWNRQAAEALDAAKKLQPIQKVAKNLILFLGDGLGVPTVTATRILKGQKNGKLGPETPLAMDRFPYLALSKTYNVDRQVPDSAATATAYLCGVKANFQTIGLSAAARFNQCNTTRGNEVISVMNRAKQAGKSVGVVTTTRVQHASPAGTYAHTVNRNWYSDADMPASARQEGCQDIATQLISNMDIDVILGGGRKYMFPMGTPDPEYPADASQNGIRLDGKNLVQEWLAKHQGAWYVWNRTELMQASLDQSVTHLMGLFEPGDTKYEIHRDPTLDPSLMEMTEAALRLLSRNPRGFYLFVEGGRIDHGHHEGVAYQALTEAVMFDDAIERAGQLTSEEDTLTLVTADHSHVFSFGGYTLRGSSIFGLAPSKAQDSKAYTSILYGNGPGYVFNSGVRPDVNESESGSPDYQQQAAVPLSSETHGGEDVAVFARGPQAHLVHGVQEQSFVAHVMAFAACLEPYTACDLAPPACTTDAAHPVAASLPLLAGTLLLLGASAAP
PfGluPho inh = PfG6PD enzyme inhibitors, primary screen, biochemical, fluorescence intensity, uHTS; glucose-6-phosphate dehydrogenase-6-phosphogluconolactonase (Plasmodium falciparum 3D7); PfGluPho enzyme, NADPH resazurin-diaphorase fluorescence; inhibition, % at 20 µM; actives 0.78% (n = 350,000);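 active means inhibition reaching at least a set limit at 20 µM in the primary screen, cut at about 59% in these data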;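 further: 0% = DMSO wells with substrate and 100% = DMSO wells lacking glucose-6-phosphate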
hIAP inh = human IAP inhibitors, primary screen, biochemical, luminescence, uHTS; inhibition, % at 10 µM; purified IAP, CDP-Star luminescence, 30 min; actives 0.12% (n = 330,000); AID 2544, 2010;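 active means inhibition reaching a set limit with compound at 10 µM in the primary screen, cut at about 35% in these data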;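 further: plate controls were DMSO wells with enzyme for no effect and no-enzyme buffer wells for full effect; values of inactives mirror those of a sister screen read the other way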
A3A deaminase = APOBEC3A ssDNA deaminase inhibitors, primary screen, selectivity assay for APOBEC3G inhibitor project, biochemical, FAM/TAMRA oligo cleavage fluorescence; actives 0.41% (n = 330,000); AID 493011, 2011; recombinant A3A, FAM/TAMRA ssDNA deamination fluorescence; inhibition, % at 20 µM; DNA dC->dU-editing enzyme APOBEC-3A (Homo sapiens), P31941;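 active means at least 40% inhibition at 20 µM here, with at most 30% in a related deaminase screen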;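 further: plate controls were A3A with DMSO for no effect and wells lacking A3A enzyme for full effect; some results filed as inactive read as strong as hits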
ATG4B inh = ATG4B protease inhibitors, primary screen, biochemical, fluorescence, uHTS | AID 504462, 2011 | actives 0.51% (n = 340,000) | ATG4B cleavage of LC3-PLA2, NBD-HPC fluorescence, 1 h | inhibition, % at 8.33 µM | Cysteine protease ATG4B (Homo sapiens), Q9Y4P1; in the data active means inhibition above about 40%
Target sequence (Q9Y4P1 whole entry, looked up): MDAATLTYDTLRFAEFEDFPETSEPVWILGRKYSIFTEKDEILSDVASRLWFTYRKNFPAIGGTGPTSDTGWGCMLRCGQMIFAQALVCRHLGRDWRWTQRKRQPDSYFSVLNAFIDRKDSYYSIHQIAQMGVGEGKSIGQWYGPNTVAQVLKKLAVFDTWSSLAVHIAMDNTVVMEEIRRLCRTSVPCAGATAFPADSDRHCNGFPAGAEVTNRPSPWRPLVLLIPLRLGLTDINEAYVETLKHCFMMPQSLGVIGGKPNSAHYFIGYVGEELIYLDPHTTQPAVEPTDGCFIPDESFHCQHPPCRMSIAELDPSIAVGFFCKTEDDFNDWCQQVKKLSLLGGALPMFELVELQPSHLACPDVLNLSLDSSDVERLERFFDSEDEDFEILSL
mIAP activ = activators of mouse IAP, primary screen, biochemical, luminescence, uHTS. intestinal alkaline phosphatase [Mus musculus]. muIAP, CDP-Star luminescence, 30 min; hits give high values; 1 = vehicle-only enzyme signal, 0 = enzyme-free wells. activation factor at 10 µM. actives 0.24% (n = 330,000). AID 2805, 2010;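 active means activation factor of at least 2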; further: the source names both 10 and 20 µM as test concentration; values of inactives mirror those of a sister screen read the other way
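also added = chemiluminescent substrate CDP-Star | test system = mouse IAP enzyme | signal = chemiluminescence readout | compound = DMSO-dissolved test compounds | incubation = 30 min at room temperature | benchmarks = DMSO wells, no-enzyme wells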
mIAP block = inhibitors of mouse IAP, primary screen, biochemical, luminescence, uHTS; AID 2806, 2010; purified mouse IAP, CDP-Star luminescence, 30 min; inhibition, % at 10 µM; intestinal alkaline phosphatase [Mus musculus]; actives 0.2% (n = 330,000);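 active means inhibition of at least 40% at 10 µM in the primary screen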;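 further: plate controls were DMSO with enzyme for no effect and no enzyme wells for full effect; values of inactives mirror those of a sister screen read the other way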
HKDC1 inhibitor = HKDC1 hexokinase inhibitors, primary screen, biochemical, fluorescence, uHTS | Q2TB90 | recombinant HKDC1, G6PDH/diaphorase resazurin coupled fluorescence | inhibition, % at 20 µM | actives 0.16% (n = 340,000);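 active means inhibition above about 35% when tested at 20 µM, limit read from the data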;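 further: plate controls were DMSO wells with enzyme for no effect and DMSO wells lacking enzyme for full effect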
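System: Recombinant HKDC1 hexokinase | Amount: HKDC1 at 5 µg/mL | Reagent: Glucose with 1 mM ATP | Doses: Single 20 µM dose | Incubation: Reaction time 90 min, room temperature, protected from light | Signal: Coupled resazurin fluorescence, excitation 525 nm, emission 613 nm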
* = called active by the depositor. Hits appear at their usual frequency; any-hit rate near 2.4%.

Each structure is followed by: hIAP activ	PfGluPho inh	hIAP inh	A3A deaminase	ATG4B inh	mIAP activ	mIAP block	HKDC1 inhibitor
> CCCCOc1cc(NCc2ccccc2)c2ncn(C(C)C)c2c1
    1.1	73*	-6	2	20	0.98	2	18
> COC(=O)Cc1[nH]n(-c2nc3ccccc3s2)c(=O)c1C(C)=Nc1ccc(Cl)cc1
    1.2	14	-22	-3	-10	1	-1	-4
> Cc1ccc2nc(SCC(=O)Nc3cc(C)on3)nc(=O)n2c1
    0.9	-14	10	0	-8	0.98	2	-3
> O=C(Nc1ccc(C(=O)N2CCCC2)cc1)c1ccccc1F
    1.1	-7	-11	2	1	0.88	12	-7
> CCN(CC)c1ccc(C(=O)Nc2ccccc2)cc1[N+](=O)[O-]
    0.95	42	5	-1	5	0.88	12	-5
> COc1ccc(NC(=O)Cc2ccc(Cl)cc2)cc1NC(=O)c1ccco1
    0.96	8	4	-2	-2	0.87	13	-3
> Cc1ccc(S(=O)(=O)N2CCN(C(=O)CN3CCc4ccccc4C3)CC2)cc1
    1	-16	-2	1	11	0.96	4	-9
> COc1ccc(OCC(=O)Nc2cccc3ncccc23)cc1
    1.1	8	-10	-2	-8	1	-3	5
> Cc1nnc(SCC(=O)NCc2ccco2)n1-c1ccc(F)cc1
    0.92	-9	8	-3	-1	1.1	-6	-6
> O=C(NNC(=O)c1cccc(-n2cccc2)c1)c1ccc(F)cc1
    1	3	-2	42*	-4	0.94	6	10
> CCOc1ccc(C(=O)NCC(=O)N2CCCC2)cc1
    1	-7	0	-3	3	0.95	5	-6
> C/C(=N\NC(=O)CN(c1ccc(Oc2ccccc2)cc1)S(C)(=O)=O)C(C)(C)C
    1.2	3	-22	2	-27	1	-2	-6
> COc1ccccc1N(C)S(=O)(=O)c1ccc(C(=O)N2CCC(C(N)=O)CC2)cc1
    0.89	-13	11	0	-2	0.9	10	-2
> CN(C)CCOc1ccc2c(c1)Sc1ccccc1CC2=O
    0.95	2	5	0	3	0.83	16	-9
> CCCc1cn(S(=O)(=O)c2ccc(OC)cc2OC)nc1N
    0.86	4	14	-1	1	0.95	5	0
> COc1cccc(CN(C)C(=O)c2ccc3c(=O)n4c(nc3c2)CCC4)c1OC
    1.2	10	-23	-3	-2	0.97	3	-2
> COc1ccc(S(=O)(=O)N2CCN(C(=S)NC3CCCCC3)CC2)cc1
    0.98	-2	2	-2	-10	1.1	-11	-9
> O=C(CSc1ccccn1)Nc1cccc(S(=O)(=O)N2CCCC2)c1
    1.2	-10	-18	-4	-3	1.1	-8	-3
> COc1ccc(NC(=O)c2ccc(-c3ccccc3C(F)(F)F)o2)cc1
    0.93	37	7	4	15	0.92	8	1
> CCOC(=O)C1=C(C)NC(C)=C(C(=O)OCC)C1c1cccc(C)n1
    0.98	-4	2	1	7	1.1	-15	-3
> COc1ccccc1N1CCN(CCN2C(=O)C3CCCN3C2=O)CC1 (configuration not stated)
    1	5	-3	-5	-2	1.1	-6	-5
> Cc1ccc(S(=O)(=O)N2CCN(C(=O)C3CC3C)CC2)c(C)c1 (configuration not stated)
    0.94	-9	6	-2	-2	0.96	4	-3
> O=C(c1ccc(Br)o1)N1CCN(Cc2ccc3c(c2)OCO3)CC1
    1.3	-5	-33	-3	-5	0.94	6	2
> CCOc1cc(/C=C2\C(=O)ON=C2c2ccccc2)cc(Br)c1O
    0.77	-8	23	-4	9	0.82	18	17
> Cc1c(CCO)c(=O)n(C)n1C(=O)c1ccc(Cl)cc1
    1	-1	-3	-3	-5	0.96	4	-8
> Cc1cccc(C(=O)NCc2nnc3c4ccccc4c(-c4ccccc4)nn23)c1
    1.2	-11	-18	0	11	1	-2	-1
> Cc1c(Cl)cccc1N1C(=O)CC(NNC(=O)c2cccs2)C1=O (configuration not stated)
    0.87	-22	13	-5	5	1	0	6
> COc1ccc(S(N)(=O)=O)cc1C(=O)NCC1(N2CCCCC2)CCCCC1
    0.96	-9	4	-4	-2	0.96	4	-1
> COc1ccc(N2CCN(C(=O)c3cccc(N4C(=O)C5CC=CC(C)C5C4=O)c3)CC2)cc1 (configuration not stated)
    0.99	7	0	-1	-2	1	0	-2
> Cc1ccc(SCCC(=O)Nc2ccccc2C(=O)N2CCOCC2)cc1
    1.1	-3	-9	-4	2	0.96	4	-6
> Cc1ccc(-n2nc3c(N4CCC(C(=O)NCCc5ccccc5C)CC4)nnc(C)c3c2C)cc1
    1.9	25	-92	3	12	1.4	-42	1
> CCn1nc(C)c(Br)c1-c1nc(-c2ccc(C)cc2)no1
    0.93	8	7	-1	9	0.9	10	-2
> O=C1c2ccccc2NC(c2cnc3ccccc3n2)N1O (configuration not stated)
    0.96	-33	4	-10	-5	0.88	12	-13
> CN=c1scc(-c2ccc(Cl)cc2)n1C
    0.9	-11	10	3	5	0.86	14	-12
> O=C(C1CCCO1)N1CCC(O)(c2ccccc2)CC1 (configuration not stated)
    0.88	-11	12	-4	2	0.99	1	2
> COc1ccccc1-c1noc2ncnc(Nc3ccccc3C)c12
    0.86	-20	14	-6	-8	1.1	-10	-21
> CCOc1ccc2nc(NC(=O)c3ccc(OCC4CCCO4)cc3)sc2c1 (configuration not stated)
    0.96	8	4	0	-9	0.92	8	5
> CN1C(=O)CC(C(=O)Nc2ccc(F)cc2)SC1=Nc1ccc2c(c1)OCO2 (configuration not stated)
    1	24	-1	-4	-14	1	-4	4
> O=C1OC(c2ccc(F)cc2)=N/C1=C\C=C/c1ccccc1
    0.84	-3	16	1	6	0.86	14	10
> Cc1ccc(S(=O)(=O)Nc2cc(C)cn(Cc3ccc(F)cc3)c2=O)cc1
    1.2	7	-22	-3	-7	1	-1	5
> COc1ccc(NC(=O)NNC(=O)c2ccc(Cl)cc2Cl)cc1OC
    1.3	10	-26	5	-6	0.89	11	2
> CCCCOc1ccc(N(CC(=O)NC(C)(C)C)C(=O)CCC(=O)Nc2nccs2)cc1
    0.85	1	15	-3	-6	0.96	4	-3
> Cc1ccc(SCC(=O)Nc2ccc(S(=O)(=O)Nc3nccs3)cc2)cc1
    1.1	-31	-8	-1	-2	1.1	-7	-6
> Cc1cc(OCC(=O)OCC(=O)N2c3ccccc3NC(=O)C2(C)C)ccc1Cl
    0.92	23	8	17	0	0.94	6	2
> COc1cc(N(Cc2ccccc2)Cc2ccccc2)c2ncn(C(C)C)c2c1
    0.87	29	13	-6	-2	0.91	9	11
> C=C1CCN(c2ccc(C(=O)NCc3ccccc3)cc2[N+](=O)[O-])CC1
    0.83	14	17	4	1	0.93	7	-3
> CC(Sc1cccc(C(F)(F)F)c1)C(=O)NC(N)=O (configuration not stated)
    1.1	2	-11	-1	-13	1.1	-11	5
> c1ccc(-n2ncc3c2ncn2cnnc32)cc1
    0.17	-4	82*	5	5	1	-4	-8
> CC1(C2CC2)NC(=O)N(CC(=O)Nc2ccccc2-c2ccccc2)C1=O (configuration not stated)
    1.1	-13	-7	5	-8	0.97	2	-12
> CCOc1ccc2nc(NC(=O)C3CCN(S(=O)(=O)c4cnc[nH]4)CC3)sc2c1
    1	3	-3	0	-4	0.89	11	-3
> COc1ccc(N(CC(=O)N2CCc3ccccc3C2)S(=O)(=O)c2ccccc2)cc1
    1.1	-21	-7	-2	11	0.97	2	-5
> CCc1nnc(NC(=O)CSc2nnc(-c3ccccc3NC(=O)c3ccccc3)o2)s1
    0.97	-16	3	-2	7	0.88	12	-10
> COc1ccc(-c2nn3c(COc4ccccc4)nnc3s2)cc1OC
    0.94	-5	6	-1	-10	0.96	4	11
> N#Cc1cccc(CS(=O)(=O)c2ccc(Cl)cc2)c1
    0.94	16	6	-3	-8	0.96	4	0
> CC(C)(C)OC(=O)N1CCC(Cc2cc(-c3ccc(Cl)cc3)no2)(C(=O)O)CC1
    1	3	-1	-7	0	0.97	3	1
> CC1=NN(c2ccccc2)C(=O)/C1=C\C=C\c1ccccc1
    0.85	13	15	-2	-2	0.98	2	23
> CC(=O)NCCNC(=O)c1oc2ccccc2c1CSc1ncn[nH]1
    1.2	-2	-15	-2	-8	1.1	-15	-1
> CCOc1ccc(-n2c(N)c(C(=O)NCC3CCCO3)sc2=S)cc1 (configuration not stated)
    0.91	68*	9	-1	5	0.88	12	-4
> O=C(COC(=O)c1ccccc1NS(=O)(=O)c1cccs1)NCC12CC3CC(CC(C3)C1)C2
    0.96	9	4	0	-10	0.96	4	2
> COc1ccc(Nc2cc(C)nc3ccc(OC)cc23)cc1
    1.3	3	-29	1	1	1	-4	-2

Entries above shown as hits in A3A deaminase:
Each structure is followed by: hIAP activ	PfGluPho inh	hIAP inh	A3A deaminase	ATG4B inh	mIAP activ	mIAP block	HKDC1 inhibitor
> O=C(NNC(=O)c1cccc(-n2cccc2)c1)c1ccc(F)cc1
    1	3	-2	42*	-4	0.94	6	10

Next results follow:
Each structure is followed by: hIAP activ	PfGluPho inh	hIAP inh	A3A deaminase	ATG4B inh	mIAP activ	mIAP block	HKDC1 inhibitor
> CC(=O)c1c(C)[nH]c(C(=O)CN2CCN(S(=O)(=O)c3ccc(C(C)C)cc3)CC2)c1C
    0.98	16	2	-1	-6	0.94	6	-1
> CCOC(=O)N1CCN(S(=O)(=O)c2ccc(C(=O)N(CCN(C)C)c3nc4ccc(Cl)cc4s3)cc2)CC1
    1.2	-15	-23	0	-5	0.99	1	-1
> O=C(CCC1CCCC1)NNC(=O)c1cccc(Cl)c1
    1.9	-4	-87	2	4	1.1	-8	2
> Cc1ccc(NC(=S)N(CCC(C)C)C(C)c2ccncc2)c(Cl)c1 (configuration not stated)
    1.2	2	-17	1	-8	1	-3	-4
> COc1ccccc1N1CCN(S(=O)(=O)c2cc(-c3cc(C)no3)ccc2C(C)C)CC1
    0.84	0	16	2	-2	0.97	3	0
> Cc1nc2ccc(Cl)cn2c1C(=O)NN
    1.1	13	-6	3	-3	0.95	5	-14
> Cc1cc(C)nc(SCC(=O)N(C)CC(=O)Nc2c(Cl)cccc2Cl)n1
    1.1	-13	-13	1	-5	1.1	-13	2
> Nc1nonc1-c1nc2ccccc2n1Cc1ccc(F)cc1Cl
    0.94	-12	6	0	2	0.93	7	5
> CC(=O)NCCc1ccc(S(=O)(=O)N(C)C2CCS(=O)(=O)C2)cc1 (configuration not stated)
    1.2	12	-22	0	9	0.97	3	-6
> Cc1cc(-c2cccs2)n[nH]1
    1.1	11	-9	-1	-7	0.96	4	-6
> O=C(Cc1ccc(F)cc1)N1CCN(c2ccc([N+](=O)[O-])cc2)CC1
    1	18	0	-2	-8	0.93	7	-3
> CC(C)N(C(=O)COC(=O)c1ccc(Cl)c(S(N)(=O)=O)c1)C(C)C
    1	-1	-2	7	-2	0.93	7	-8
> CCC(Cc1ccccc1)NC(=O)C1=C(C)C(=O)OC12CCC(C)CC2 (configuration not stated)
    0.83	12	17	-1	-13	0.97	3	-8
> CCn1c(SCC(=O)Nc2sc(C)c(C)c2C#N)nnc1C1CC1
    1	14	-2	7	-13	0.97	3	-6
